# Screening data from PubChem BioAssay.
# FUS suppressor: qHTS for Suppressors of FUS Proteinopathy: Primary screen using FUS-linked yeast assay; S. cerevisiae FUS-expressing, growth rescue, OD600, 24 h; actives 0.24% (n = 390,000); Potency, µM (highest dose often 76.6 µM), without a hit: at the top dose growth rescue (activation), usual class: activators;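 further: potency means the concentration at half of the fitted maximal effect; plate controls were DMSO vehicle for no effect and reference control for full effect; nearly all actives have a fitted effect of over 55% in size; some results filed as inactive show a strong effect at the top dose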
#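 FUS-expressing yeast, raffinose-pregrown, induced in 2% galactose minimal medium at OD 0.005; compounds in a dilution series, 24hr at 30C. Growth restoration read as absorbance at 600 nm. CP55940 positive control, DMSO negative.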
# Abeta yeast res: qHTS for compounds that reverse cellular toxicity of Amyloid beta (A-beta) peptide in yeast: Primary Screen; actives 0.063% (n = 410,000); AID 1347071, 2019; Potency, µM (top dose mostly 46.1 µM), without a hit: at the top dose growth rescue, hits mostly activators; yeast expressing A-beta42, growth rescue, OD600, 48 h; response scale: 0% DMSO, 100% iron-clioquinol control; further: potency means the concentration at half of the fitted maximal effect; nearly all actives have a fitted effect of over 55% in size
#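 Yeast A-beta toxicity model in growth medium with pinned compounds, 48 h at 30 C; growth read as absorbance at 600 nm. Normalized to FeCl3/clioquinol equimolar mix (positive) and DMSO (negative).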
# EPAC1 antag: qHTS for Antagonist of cAMP-regulated guanine nucleotide exchange factor 3 (EPAC1): primary screen; actives 0.14% (n = 360,000); EPAC1 GEF assay, Rap1b-BODIPY-GDP exchange fluorescence; Potency, µM (top dose mostly 115 µM), for the others: at the top dose activity change, negative = inhibition, most hits filed as inhibitors;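 further: potency means the concentration at half of the fitted maximal effect; plate controls were vehicle for no effect and positive control for full effect; nearly all actives have a fitted effect of over 50% in size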
# WRN inhibitor: qHTS for Inhibitors of WRN Helicase. Bifunctional 3'-5' exonuclease/ATP-dependent helicase WRN (Homo sapiens), Q14191. WRN helicase unwinding, fluorescent forked duplex, kinetic. Potency, µM (doses to about 114 µM), for the others: at the highest dose activity change, negative = inhibition, most hits filed as inhibitors. actives 0.46% (n = 360,000); further: potency means the concentration at half of the fitted maximal effect; on the % scale 0 is the no-effect control and ±100 the full control effect; nearly all actives have a fitted effect of over 55% in size
#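 Kinetic fluorescence helicase assay: unwinding of a quenched forked DNA duplex (100 nM final) with 2 mM ATP final raises red fluorescence (525/598 nm). Compounds sat 15 min at room temperature with 20 nM WRN beforehand.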
# EPAC1 ag: qHTS for Agonist of cAMP-regulated guanine nucleotide exchange factor 3 (EPAC1): primary screen. Rap guanine nucleotide exchange factor 3 (Homo sapiens), O95398. actives 0.073% (n = 360,000). Potency, µM (titrated, usually from 154 µM), for inactives: top-dose activation, most hits filed as activators. EPAC1 agonist qHTS, biochemical assay; response scale: 100% = response to 6.5 mM cAMP; further: potency means the concentration at half of the fitted maximal effect; nearly all actives have a fitted effect of over 60% in size
#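 EPAC1 100 nM, Rap1B–BODIPY-GDP 250 nM, unlabeled GDP 50 uM; compound titration; 5 min RT; kinetic read ex480/em540 at 5-min intervals ×30 min; data normalized to 6.5 mM cAMP agonist control.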
# PI5P4K alpha inh: qHTS for Inhibitors of phosphatidylinositol 5-phosphate 4-kinase (PI5P4K) | Phosphatidylinositol 5-phosphate 4-kinase type-2 alpha (Homo sapiens), P48426 | PI5P4Kalpha enzyme, ADP-Glo luminescence, 60 min; stronger effect = lower value | max response, % | actives 1.2% (n = 330,000) | AID 652105, 2013; active means max response of -50% or lower; inconclusive means between -30% and -50%; inactive means -30% or higher; further: value at the top dose of about 77 µM; on the % scale 0 is the no-effect control and ±100 the full control effect
# Target sequence (P48426 whole entry, looked up): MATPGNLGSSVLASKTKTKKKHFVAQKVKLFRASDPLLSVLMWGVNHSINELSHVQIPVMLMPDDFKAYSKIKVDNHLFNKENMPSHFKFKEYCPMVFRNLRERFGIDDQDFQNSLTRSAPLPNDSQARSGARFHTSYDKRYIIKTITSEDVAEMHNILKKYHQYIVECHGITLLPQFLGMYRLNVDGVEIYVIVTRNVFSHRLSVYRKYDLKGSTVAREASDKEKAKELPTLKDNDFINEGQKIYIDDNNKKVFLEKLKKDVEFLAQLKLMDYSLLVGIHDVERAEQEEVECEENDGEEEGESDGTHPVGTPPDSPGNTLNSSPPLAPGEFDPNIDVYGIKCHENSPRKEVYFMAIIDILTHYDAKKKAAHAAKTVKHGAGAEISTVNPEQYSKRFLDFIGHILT
#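 ADP-Glo luminescence end-point read after a 60 min room-temperature kinase reaction of PI5P4Kalpha plus substrate, initiated with ATP at 5 microM final. Buffer: 0.038 M HEPES pH 7.4, EGTA, 0.1% CHAPS, 5% DMSO.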
# IL-2 act: qHTS of IL-2 Activators. IL-2 activation reporter assay, cell-based qHTS; stimulated with anti-CD3/CD4/CD28 beads; in transgenic mouse T cells. activation, % (series mostly up to about 46 µM). actives 0.065% (n = 360,000). AID 652025, 2013; in the data active means activation above about 50%; inconclusive means mostly about 30% to 49%; further: 0% is about no effect
#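 Readout: EGFP and DsRed signals by fluorescent plate cytometry. Unstimulated transgenic mouse T cells received compound 60 min before antibody-bead stimulation, then incubated 18 h at 37 degrees C.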
# PLK1 PBD inh: qHTS for Inhibitors of PLK1-PDB (polo-like kinase 1 - polo-box domain): Primary Screen; Plk1 PBD binding of FITC phosphopeptide, fluorescence polarization; Potency, µM, for inactives: max response, negative = inhibition, actives largely listed as inhibitors; actives 2.8% (n = 360,000); further: potency means the concentration at half of the fitted maximal effect; series mostly up to about 57 µM; on the % scale 0 is the no-effect control and ±100 the full control effect; nearly all actives have a fitted effect of over 65% in size
# Target sequence (P53350 whole entry, looked up, the tested form may be a part): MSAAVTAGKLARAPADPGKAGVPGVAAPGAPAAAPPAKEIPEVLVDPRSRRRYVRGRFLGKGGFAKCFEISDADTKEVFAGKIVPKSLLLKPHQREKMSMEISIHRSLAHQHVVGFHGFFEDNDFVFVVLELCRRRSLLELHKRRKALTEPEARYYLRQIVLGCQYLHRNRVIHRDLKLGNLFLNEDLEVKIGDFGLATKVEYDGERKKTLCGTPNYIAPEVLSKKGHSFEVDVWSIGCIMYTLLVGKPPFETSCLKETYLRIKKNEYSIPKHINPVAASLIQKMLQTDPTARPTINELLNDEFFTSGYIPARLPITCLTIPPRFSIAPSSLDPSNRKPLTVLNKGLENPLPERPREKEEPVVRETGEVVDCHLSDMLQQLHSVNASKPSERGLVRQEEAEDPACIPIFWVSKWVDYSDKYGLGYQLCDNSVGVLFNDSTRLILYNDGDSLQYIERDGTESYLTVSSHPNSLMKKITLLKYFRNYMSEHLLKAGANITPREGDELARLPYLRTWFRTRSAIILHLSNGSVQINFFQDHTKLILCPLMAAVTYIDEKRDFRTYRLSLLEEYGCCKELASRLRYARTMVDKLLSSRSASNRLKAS
# Numbers without * were called inactive; ? = inconclusive; · = not tested or not shown; [ ] = remark or other dose. Unless noted, the call rests on the fitted dose curve; in most records, active means well fitted curve in the direction sought with a large enough effect; inconclusive means small, poorly fitted or top-dose-only effect, or another doubt; inactive means no such curve, though single readings can be large; an effect the other way counts as inactive or inconclusive.
# Value order – FUS suppressor, Abeta yeast res, EPAC1 antag, WRN inhibitor, EPAC1 ag, PI5P4K alpha inh, IL-2 act, PLK1 PBD inh
COc1cccc(N2CCN(C(=O)c3cn(Cc4ccccc4)nc3-c3cccnc3)CC2)c1
    26%, 1%, 1%, -1%, -5%, 2, 0.6, 4%
Cc1ccc(CNC(=O)CSc2ccc(-c3ccco3)nn2)cc1
    ·, -12%, -19%, -6%, -3%, -1, 0.4, -6%
CCOc1ccc(OCC)c(NC(=O)C2CCN(c3ncccn3)CC2)c1
    27%, -14%, 14%, 10%, -7%, -2, -2.1, -1%
O=C(Cc1ccccc1)NC(C(=O)O)C(O)c1ccc([N+](=O)[O-])cc1 (stereo not drawn)
    -33%, -14%, 3%, 6%, -9%, 3, 3.3, -8%
C/C(Nc1ccccc1C(F)(F)F)=C1/CCOC1=O
    -3%, -2%, -19%, 16%, -1%, 9, -1.0, -15%
O=C(C1Cc2ccccc2CN1S(=O)(=O)c1ccc(F)cc1)N1CCCCC1 (stereo not drawn)
    9%, 20%, 2%, -25%, 6%, -2, 0.9, -3%
Cc1ccc(C)c(N2CCN(C(=O)c3ccc(Cn4c(=S)[nH]c5ccc(N6CCOCC6)cc5c4=O)cc3)CC2)c1
    22%, -10%, 3%, -32%, 2%, -12, -4.0, -2%
CCN1C(=O)C2CCCCN2c2ccc(C(=O)NCCOC)cc21 (stereo not drawn)
    -5%, -17%, 9%, -2%, -16%, -1, 0.5, -13%
Cc1cccc(OCCCCCn2ccnc2)c1C
    1%, 16%, -2%, -4%, 10%, 1, -1.2, 0%
O=S(=O)(c1ccc(F)cc1)c1snnc1-c1ccccc1
    -13%, -22%, -12%, -2%, -5%, 0, -4.9, -7%
COc1ccc(C(=O)CSc2nnnn2Cc2ccccc2)cc1
    15%, -19%, 6%, -9%, -2%, 0, -0.3, 2%
CC(=O)NC(c1ccccc1)c1nc(-c2ccccc2)cs1 (stereo not drawn)
    10%, 0%, -5%, -1%, -18%, 0, -0.1, 2%
O=C(NNC(=O)c1ccccc1O)c1ccc(Cl)c(S(=O)(=O)N2CCCCC2)c1
    22%, 0%, ?, -16%, 8%, -24, -3.4, -2%
Cc1ccc(NC(=S)N2CCC(NC(=O)c3ccc(C)cc3)CC2)cc1
    -1%, -5%, ?, -13%, 5%, 1, 0.0, -1%
Nc1ccc(-c2cnc3ccccc3n2)cc1
    12%, 6%, 16%, -7%, 4%, 3, 3.4, -2%
COC(=O)CN(C)C(=O)CC1C(=O)NCCN1CC(C)(C)C (stereo not drawn)
    -11%, 7%, 49%[activator], 2%, 7%, 4, 0.7, -20%
O=C(NCCNC(=O)c1cccc(O)c1)c1cccc(O)c1
    23%, -18%, -27%, 7%[57.1 µM], -2%, 1, -0.2, 2%
O=[N+]([O-])c1ccc(Cl)c(NC(=S)N2CCCC2)c1
    19%, 4%, -2%, 5%, 0%, 1, 0.7, -7%
COCCN(CC(=O)NCC1CCCO1)C(=O)CCC(=O)Nc1cc(C)on1 (stereo not drawn)
    6%, 16%, -28%, -4%, -10%, 0, -1.5, 2%
O=C(CN1C(=O)c2ccccc2C1=O)Nc1cccc(Cl)c1
    1%, -6%, 13%, 19%, -3%, 3, -2.5, -2%
NS(=O)(=O)c1ccc(NC(=O)COC(=O)CCC2CCCC2)cc1
    -3%, 10%, -23%, -4%[57.1 µM], -1%, 21, -3.2, 8%
Cc1ccc(C(=O)OCC(=O)NC2CC2)s1
    -17%, -9%, -2%, 5%, 0%, -13, -0.2, -6%
COc1ccc(N(CC2CO2)S(=O)(=O)c2ccc(C)cc2)cc1 (stereo not drawn)
    -16%, -10%, -3%, -1%, -5%, 10, 0.5, 3%
C=CCn1c(Cc2csc(N)n2)nnc1SCC(=O)Nc1ccc(C(=O)OCC)cc1
    26%, -1%, 4%, -15%, -4%, ·, 1.9, -3%
COC(=O)c1sc2nc3c(cc2c1N)COC(C)(C)C3
    -9%, 6%, 4%, 0%, -2%, ·, -1.4, -5%
Cc1ccc(C)n1-c1ccc(C#N)cn1
    -1%, 19%, -20%, 11%, 0%, 6, 1.1, -11%
CCOc1ccc(-n2c(=S)sc3c(=O)[nH]c(SCC(=O)C(C)(C)C)nc32)cc1
    22%, -3%, ?, -18%, -20%, -22, 1.7, ?
O=[N+]([O-])c1cc(/C=N\Nc2ccccn2)ccc1Cl
    -14%, 2%, -4%, -2%, 21%, 0, 0.6, -5%
CC/C(C)=C1\SC(N2CCOCC2)=NC1=O
    -35%, 14%, 15%, -13%[57.1 µM], 8%, -7, 0.9, -6%
CCc1c(C#N)c(SCCC(=O)Nc2ccc(F)cc2)nc2c1C(=O)CC(C)(C)C2
    24%, 23%, -11%, -4%, -5%, -2, -0.6, -5%
COCCNCC(=O)NCC12CC3CC(CC(C3)C1)C2
    -14%, 25%, -9%, -5%, 8%, 0, -2.0, -5%
O=C1NC(=S)N/C1=C/c1ccc(Oc2ccc(C(F)(F)F)cc2[N+](=O)[O-])c(Cl)c1
    -11%, 16%, -5%, -9%, 7%, -6, 0.9, 1%
CC(CNc1nc2ccc(Cl)cc2n2cnnc12)c1ccccc1 (stereo not drawn)
    -12%, -12%, 9%, -7%[57.1 µM], 10%, 8, -1.3, -10%
COc1ccc(OC)c(-c2csc(NC(=O)COC(=O)c3ccc(NC(=O)CC#N)cc3)n2)c1
    ?, -1%, 79µM*, ?, 10%, -61*, 1.9, -3%
CC(C(=O)OCn1nnc2ccccc2c1=O)N1C(=O)c2ccccc2C1=O (stereo not drawn)
    -6%, 10%, 8%, -1%, 1%, 1, 1.7, 2%
CC1(C)Cc2cccc(Oc3ccc(S(=O)(=O)N4CCCCC4)cn3)c2O1
    26%, 10%, -6%, 0%, 3%, 5, -0.2, -4%
CC(C)(O)c1[nH]c2ccc(C#N)cc2c1C(C)(C)O
    -19%, 0%, -5%, -1%, 5%, -1, -1.1, ?
O=S(=O)(NCCSc1nnnn1-c1ccccc1)c1cccs1
    -12%, -11%, -10%, -31%[57.1 µM], -2%, -9, -0.2, -12%
COc1ccc(N2CCN(C(=O)CN3C(=O)c4ccccc4S3(=O)=O)CC2)cc1
    21%, 9%, -19%, -11%, -13%, 3, 1.7, -6%
CCCN=CC1=C(O)CC(c2ccccc2)CC1=O (stereo not drawn)
    -7%, -7%, 2%, -1%, 7%, 1, -1.6, -10%
CCCCC[C@@H](C)N1C[C@@H](COCc2ccccc2)Oc2cc(N3CC[C@@H](O)C3)ccc2S1(=O)=O
    ?, 3%, -28%, -6%, -14%, 23, -1.0, -4%
COc1ccc(C2=NN(C(=O)c3cccs3)C(O)(C(F)(F)F)C2)cc1 (stereo not drawn)
    15%, 7%, 0%, -4%, 7%, 10, -3.3, -1%
CCOC(=O)C1C(=O)C=C(/C=C/c2ccccc2)CC1c1ccc(Cl)cc1 (stereo not drawn)
    40%, 10%, -4%, -5%, 9%, ·, -1.2, -7%
CCCCOc1c(Br)cc(/C=C2\N=C(C)OC2=O)cc1OCC
    40%, 12%, 8%, -3%, -14%, ·, -1.2, -26%
COCCN(C(=O)c1cc(-c2ccccc2Cl)nc2ccccc12)c1c(N)n(CC(C)C)c(=O)[nH]c1=O
    -3%, -6%, -7%, -4%, 2%, 8, 0.0, -6%
CCOc1ccc(S(=O)(=O)N(CC(=O)N/N=C/c2cccs2)c2ccc(C)cc2)cc1
    23%, 3%, -3%, -17%, 18%, ·, -0.4, ?
CC(NC(=O)COC(=O)C1CC1C)c1cccc(Cl)c1 (stereo not drawn)
    -1%, 9%, -1%, 4%, 4%, -8, -0.3, 1%
CC(C)N(C(=O)[C@H]1CC(CC(=O)NCCc2ccccn2)C(=O)N2CCc3c([nH]c4ccccc34)[C@]12C)C(C)C (stereo partly drawn)
    5%, -9%, -1%, -9%, -5%, -4, -0.3, -13%
CCO[C@@H]1OC(C(=O)Nc2ccccc2)=C[C@H](c2coc3ccccc3c2=O)[C@H]1CCCO
    25%, 11%, -24%, 2%, -13%, -1, 14, -6%
Nc1[nH]c(C(=O)c2ccccc2)c(-c2ccc(Br)cc2)c1C(=O)NC1CCCCC1
    -3%, 0%, -7%, 0%, 7%, 2, -0.4, 5%
O=C(NCC1CCCO1)C(c1ccc(F)cc1)N(Cc1ccc2c(c1)OCO2)C(=O)c1ccc(CN2CCOCC2)o1 (stereo not drawn)
    11%, 10%, 10%, 12%, 8%, 1, -0.6, -12%
O=c1cc2n(c(=O)[nH]1)CCC1=C2CCCC1
    13%, -22%, 10%, -4%, 2%, -6, -0.1, -1%
Cc1csc(Sc2ccc([N+](=O)[O-])cc2C(=O)OCC(=O)NC2CCCC(C)C2C)n1 (stereo not drawn)
    17%, -7%, 2%, 1%, 6%, ·, -4.1, -5%
CSc1ccccc1-c1cnc2cccnn12
    -19%, 2%, -1%, -1%, 0%, -1, 0.1, -9%
O=C(COC(=O)/C=C/c1ccc(Cl)cc1)NC1CC1
    -4%, -26%, -4%, 7%, -7%, 1, -0.2, 1%
CN(Cc1cc2ccccc2[nH]c1=O)C(=O)COc1ccccc1
    15%, 16%, -15%, 0%, 3%, -6, -1.7, -3%
COC(=O)[C@H](Cc1ccc(O)cc1)NC(=O)Cn1cnc2c(SC)nc(N)nc21
    -8%, -4%, ?, 0%, -16%, -3, -0.4, -18%
C=CCNc1nc(=S)[nH]c2cc(OC)c(OC)cc12
    24%, -21%, 4%, -18%, -6%, -12, 0.4, -10%
